TNAP act hiacc: TNAP (human) activation, high acceptor; P05186; purified TNAP, CDP-star luminescence, 1 M DEA, 30 min; active compounds read high; 0 = EDTA background, 1 = DMSO-only activity; activation factor at 20 µM; 200,000 tested, under 10 active;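 active = activation factor at least 2 at 20 µM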
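Test system – human TNAP · Doses – 20 µM single point · Incubation – 30 min, room temperature · Signal – luminescent substrate turnover signal · Read-out basis – activation factor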
FLuc inh counter: inhibits firefly luciferase, flagging false hits in luciferase inhibition screens. 200,000 tested, 1.5% active. inhibition, % at 10 µM. AID 1006. ATPLite firefly luciferase biochemical luminescence, 10 min. P08659;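 active = inhibition above about 50% when tested at 10 µM, limit read from the data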
NF-kB expr up: raises NF-kB expression in human neuronal cells; 190,000 tested, 1.6% active; AID 1239; NF-kB reporter expression; active compounds read high; fold change at 12.5 µM; in the data active = fold change above about 3.3
PMI act satM6P: PMI (human) activation, high substrate; activation factor at 20 µM; 190,000 tested, 0.34% active; coupled PMI enzyme assay, resazurin fluorescence, 20 min; active compounds read high; 1 = untreated enzyme, 0 = substrate-free blank;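 active = activation factor of 2 or more at 20 µM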
Target sequence (P34949 whole entry, looked up): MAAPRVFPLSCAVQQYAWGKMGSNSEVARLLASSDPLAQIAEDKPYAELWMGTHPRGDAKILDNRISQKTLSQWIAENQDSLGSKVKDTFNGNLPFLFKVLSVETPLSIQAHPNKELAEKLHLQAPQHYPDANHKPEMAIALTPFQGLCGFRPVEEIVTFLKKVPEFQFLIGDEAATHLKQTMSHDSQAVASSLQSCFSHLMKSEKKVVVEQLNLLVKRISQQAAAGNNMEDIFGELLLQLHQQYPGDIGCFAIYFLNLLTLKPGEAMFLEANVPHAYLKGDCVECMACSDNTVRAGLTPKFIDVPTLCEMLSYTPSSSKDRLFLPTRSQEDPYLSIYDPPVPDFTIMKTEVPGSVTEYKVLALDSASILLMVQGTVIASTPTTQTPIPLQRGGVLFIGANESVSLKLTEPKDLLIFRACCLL
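Test system – human PMI in coupled enzyme assay · Timing – 20 min incubation at room temperature · Detection – Diaphorase-driven resazurin-to-resorufin fluorescence, excitation 544, emission 590 nm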
TNAP inh hiacc: inhibitors of human TNAP at high phosphate acceptor concentration | 200,000 tested, 0.03% active | inhibition, % at 20 µM | P05186 | AID 1135 | purified TNAP, CDP-star luminescence, 1 M DEA;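 active = over 50% inhibition of tissue-nonspecific alkaline phosphatase at 20 µM in the single-dose screen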;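 note: plate controls were DMSO wells for no effect and EDTA-quenched wells as full inhibition for full effect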
TNAP inh no acc: TNAP (human) inhibition, acceptor-free conditions; purified TNAP, CDP-star luminescence, 30 min; 200,000 tested, 0.26% active; inhibition, % at 20 µM;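 active = tissue-nonspecific alkaline phosphatase inhibition above about 50% at 20 µM in the single-dose screen, limit read from the data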;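 note: 0% = DMSO negative control and 100% = EDTA positive control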
APP 5'UTR act: activates APP 5'UTR luciferase reporter | SH-SY5Y APP 5'UTR luciferase reporter, luminescence; zero percent = DMSO vehicle wells | activation, % at 2 µM | 190,000 tested, 1% active;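 active = activation above a set limit, based on mean plus 3 SD of controls, cut at about 140% in these data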; note: values of inactives mirror those of a sister screen read the other way
PMI act: activators of human phosphomannose isomerase. P34949. purified human PMI, coupled resazurin fluorescence, 20 min; active compounds read high; 1 = vehicle control, 0 substrate-free wells. activation factor at 20 µM. 190,000 tested, 0.005% active. AID 1214;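 active = activation factor of 2 or more at 20 µM, relative to plate controls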
FLuc act counter: affects firefly luciferase, flagging false hits in luciferase stimulation screens; ATPlite luciferase biochemical, luminescence, 10 min; 0 = ATP-free wells, 1 = DMSO control; AID 1027; 200,000 tested, under 10 active; activation factor at 10 µM;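 active = luciferase activation factor, scaled between plate controls, of at least 2 with compound at 10 µM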
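test system = cell-free luciferase reagent | medium = PBS as buffer for the ATP substrate | dosing = test compounds dosed from 2 mM stocks in 100% DMSO | incubation = 10 min at ambient temperature | detection = luminescence measurement of luciferase light output | benchmarks = low control with PBS replacing ATP, high control enzyme plus ATP without compound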
bIAP activator: intestinal alkaline phosphatase (bovine) activation | purified bovine IAP, CDP-star luminescence, 30 min; active compounds read high; fold of DMSO-control signal, blank-subtracted | activation factor at 20 µM | 200,000 tested, 0.17% active;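 active = activation factor of 2 or more at 20 µM, a signal rise over negative controls twice the positive control's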
* = called active by the depositor. An unsorted share of the library; overall some 3.6% were active at least once.

[1] CCOc1ccccc1NC(=O)C(OC(=O)c1ccccc1O)c1ccccc1 (configuration not stated)
[2] C=CCOc1ccccc1CNc1cccc(F)c1
[3] CCN=C1S/C(=C\c2cc(OCC)c(O)cc2Br)C(=O)N1CC
[4] Cc1cccc(CC(=O)N2CCN=C2SCc2ccc([N+](=O)[O-])cc2)c1
[5] CCC(=O)Nc1nc(OC)cc(OC)n1
[6] COc1ccc(CNC(=O)CCCc2ccccc2)cc1

| assay / compound | 1 | 2 | 3 | 4 | 5 | 6 |
| --- | --- | --- | --- | --- | --- | --- |
| TNAP act hiacc | 1 | 1 | 0.8 | 1 | 1 | 1 |
| FLuc inh counter | -3 | -7 | -3 | -7 | -9 | 0 |
| NF-kB expr up | 1.1 | 1.1 | 1 | 0.73 | 0.96 | 1 |
| PMI act satM6P | 1 | 1.1 | 0.8 | 1 | 1.1 | 0.9 |
| TNAP inh hiacc | -2 | -2 | 19 | 3 | -4 | -1 |
| TNAP inh no acc | -4 | -22 | -2 | -7 | -6 | -2 |
| APP 5'UTR act | 11 | -57 | -14 | -1 | 1 | -4 |
| PMI act | 0.9 | 1.2 | 0.9 | 0.9 | 1 | 1 |
| FLuc act counter | 1 | 1.1 | 1 | 1.1 | 1.1 | 1 |
| bIAP activator | 0.8 | 1 | 1 | 0.8 | 0.9 | 1.1 |

A second format for 2 compounds above:
Order of results – TNAP act hiacc | FLuc inh counter | NF-kB expr up | PMI act satM6P | TNAP inh hiacc | TNAP inh no acc | APP 5'UTR act | PMI act | FLuc act counter | bIAP activator
2	C=CCOc1ccccc1CNc1cccc(F)c1
 : 1 | -7 | 1.1 | 1.1 | -2 | -22 | -57 | 1.2 | 1.1 | 1
3	CCN=C1S/C(=C\c2cc(OCC)c(O)cc2Br)C(=O)N1CC
 : 0.8 | -3 | 1 | 0.8 | 19 | -2 | -14 | 0.9 | 1 | 1

Following part.
[7] CCOc1ccc(N(CC(=O)NC(C)(C)C)S(=O)(=O)c2c(C)noc2C)cc1
[8] COC(=O)[C@@H]1CC[C@H](C)[C@@H](c2ccc(C)cc2)N1C(=O)c1ccc(/C=N/O[C@@H](C)CN2CCCCc3nc(C)c(C)cc32)cc1
[9] Cc1cc(C)c(S(=O)(=O)N(C2=NCCS2)S(=O)(=O)c2c(C)cc(C)cc2C)c(C)c1
[10] CCC(C)NS(=O)(=O)c1ccc(S(=O)(=O)N2CC=C(c3ccc(F)cc3)CC2)cc1 (configuration not stated)
[11] CCC(=O)N1CCc2cc(S(=O)(=O)Nc3ccc4c(c3)OCCO4)ccc21
[12] O=C(O)C1CC=CCC1C(=O)Nc1cccc(C(=O)N2CCCCC2)c1 (configuration not stated)
[13] COc1ccc(-c2cc(C(=O)OCC(=O)c3c(N)n(C)c(=O)n(C)c3=O)c3ccccc3n2)cc1
[14] O=C(NCc1ccc(Cl)cc1)c1cc2c(nc3sccn32)s1
[15] CCN(CC)S(=O)(=O)c1ccc(C)c(NC(=O)CSc2nc3ccc(C)cc3[nH]2)c1

| assay / compound | 7 | 8 | 9 | 10 | 11 | 12 | 13 | 14 | 15 |
| --- | --- | --- | --- | --- | --- | --- | --- | --- | --- |
| TNAP act hiacc | 1 | 1.1 | 1 | 1 | 1 | 1.1 | 1 | 1 | 1 |
| FLuc inh counter | -2 | 0 | -4 | -3 | -4 | -3 | 14 | -3 | -3 |
| NF-kB expr up | 1 | 0.96 | 1.3 | 0.97 | 0.82 | 1.2 | 1.1 | 1 | 0.65 |
| PMI act satM6P | 1.1 | 1 | 1 | 1 | 1 | 1.2 | 0.9 | 1.1 | 0.8 |
| TNAP inh hiacc | -2 | -6 | 3 | 2 | -2 | -5 | -2 | 1 | -2 |
| TNAP inh no acc | -12 | -4 | 5 | 8 | -5 | -4 | -1 | -4 | -26 |
| APP 5'UTR act | 10 | 7 | -12 | 10 | -6 | 2 | 6 | 0 | -22 |
| PMI act | 1.2 | 1 | 1 | 0.9 | 1 | 1 | 0.9 | 1.2 | 0.8 |
| FLuc act counter | 1 | 1 | 1 | 1 | 1 | 1 | 0.9 | 1 | 1 |
| bIAP activator | 1 | 0.9 | 1 | 1.1 | 0.9 | 0.9 | 1.1 | 0.9 | 1.1 |

Looked up one by one from the list above:
[7] CCOc1ccc(N(CC(=O)NC(C)(C)C)S(=O)(=O)c2c(C)noc2C)cc1
[2] C=CCOc1ccccc1CNc1cccc(F)c1
[14] O=C(NCc1ccc(Cl)cc1)c1cc2c(nc3sccn32)s1
[1] CCOc1ccccc1NC(=O)C(OC(=O)c1ccccc1O)c1ccccc1 (configuration not stated)
[11] CCC(=O)N1CCc2cc(S(=O)(=O)Nc3ccc4c(c3)OCCO4)ccc21
[6] COc1ccc(CNC(=O)CCCc2ccccc2)cc1

| assay / compound | 7 | 2 | 14 | 1 | 11 | 6 |
| --- | --- | --- | --- | --- | --- | --- |
| TNAP act hiacc | 1 | 1 | 1 | 1 | 1 | 1 |
| FLuc inh counter | -2 | -7 | -3 | -3 | -4 | 0 |
| NF-kB expr up | 1 | 1.1 | 1 | 1.1 | 0.82 | 1 |
| PMI act satM6P | 1.1 | 1.1 | 1.1 | 1 | 1 | 0.9 |
| TNAP inh hiacc | -2 | -2 | 1 | -2 | -2 | -1 |
| TNAP inh no acc | -12 | -22 | -4 | -4 | -5 | -2 |
| APP 5'UTR act | 10 | -57 | 0 | 11 | -6 | -4 |
| PMI act | 1.2 | 1.2 | 1.2 | 0.9 | 1 | 1 |
| FLuc act counter | 1 | 1.1 | 1 | 1 | 1 | 1 |
| bIAP activator | 1 | 1 | 0.9 | 0.8 | 0.9 | 1.1 |
